# Bioassay records (PubChem)
# PLK1 PBD inh – qHTS for Inhibitors of PLK1-PDB (polo-like kinase 1 - polo-box domain): Primary Screen. Serine/threonine-protein kinase PLK1 (Homo sapiens), P53350. Plk1 PBD binding of FITC phosphopeptide, fluorescence polarization. Potency, µM, without a hit: max response, negative = inhibition, usual class: inhibitors. 360,000 compounds, 2.8% hits; further: potency means the concentration at half of the fitted maximal effect; series mostly up to about 57 µM; on the % scale 0 is the no-effect control and ±100 the full control effect; nearly all actives have a fitted effect of over 65% in size
# Abeta yeast res – qHTS for compounds that reverse cellular toxicity of Amyloid beta (A-beta) peptide in yeast: Primary Screen. yeast expressing A-beta42, growth rescue, OD600, 48 h; response scale: 0% DMSO, 100% iron-clioquinol control. Potency, µM (top dose mostly 46.1 µM), inactives show at the highest dose growth rescue, hits mostly activators. 410,000 compounds, 0.063% hits. AID 1347071, 2019; further: potency means the concentration at half of the fitted maximal effect; nearly all actives have a fitted effect of over 55% in size
#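 Yeast A-beta toxicity model in growth medium with pinned compounds, 48 h at 30 C; growth read as absorbance at 600 nm. Normalized to FeCl3/clioquinol equimolar mix (positive) and DMSO (negative).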
# FUS yeast rescue – qHTS for Suppressors of FUS Proteinopathy: Primary screen using FUS-linked yeast assay. S. cerevisiae FUS-expressing, growth rescue, OD600, 24 h. Potency, µM (highest dose often 76.6 µM), inactives show at the top dose growth rescue (activation), most hits filed as activators. 390,000 compounds, 0.24% hits;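 further: potency means the concentration at half of the fitted maximal effect; plate controls were DMSO vehicle for no effect and reference control for full effect; nearly all actives have a fitted effect of over 55% in size; some results filed as inactive show a strong effect at the top dose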
#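 Yeast expressing FUS under galactose induction, OD 0.005 in 2% galactose medium; compounds in a dilution series, 24 h at 30C. Growth rescue by absorbance at 600 nm; CP55940 positive control, DMSO negative.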
# PI5P4K alpha inh – qHTS for Inhibitors of phosphatidylinositol 5-phosphate 4-kinase (PI5P4K) | max response, % | 330,000 compounds, 1.2% hits | PI5P4Kalpha enzyme, ADP-Glo luminescence, 60 min; active compounds read low | Phosphatidylinositol 5-phosphate 4-kinase type-2 alpha (Homo sapiens), P48426; active means max response of -50% or lower; inconclusive means between -30% and -50%; inactive means -30% or higher; further: value at the top dose of about 77 µM; on the % scale 0 is the no-effect control and ±100 the full control effect
#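 Enzyme plus substrate dispensed, test compounds pinned in, then ATP (5 microM final) added. After 60 min at RT, ADP-Glo reagent 1 for 45 min and reagent 2 for 30 min preceded luminescence imaging.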
# WRN helicase inh – qHTS for Inhibitors of WRN Helicase; Bifunctional 3'-5' exonuclease/ATP-dependent helicase WRN (Homo sapiens), Q14191; WRN helicase unwinding, fluorescent forked duplex, kinetic; Potency, µM (titrated, usually from 114 µM), for inactives: top-dose activity change, negative = inhibition, actives largely listed as inhibitors; 360,000 compounds, 0.46% hits; AID 651768, 2012; further: potency means the concentration at half of the fitted maximal effect; on the % scale 0 is the no-effect control and ±100 the full control effect; nearly all actives have a fitted effect of over 55% in size
# Target sequence (Q14191 whole entry, looked up): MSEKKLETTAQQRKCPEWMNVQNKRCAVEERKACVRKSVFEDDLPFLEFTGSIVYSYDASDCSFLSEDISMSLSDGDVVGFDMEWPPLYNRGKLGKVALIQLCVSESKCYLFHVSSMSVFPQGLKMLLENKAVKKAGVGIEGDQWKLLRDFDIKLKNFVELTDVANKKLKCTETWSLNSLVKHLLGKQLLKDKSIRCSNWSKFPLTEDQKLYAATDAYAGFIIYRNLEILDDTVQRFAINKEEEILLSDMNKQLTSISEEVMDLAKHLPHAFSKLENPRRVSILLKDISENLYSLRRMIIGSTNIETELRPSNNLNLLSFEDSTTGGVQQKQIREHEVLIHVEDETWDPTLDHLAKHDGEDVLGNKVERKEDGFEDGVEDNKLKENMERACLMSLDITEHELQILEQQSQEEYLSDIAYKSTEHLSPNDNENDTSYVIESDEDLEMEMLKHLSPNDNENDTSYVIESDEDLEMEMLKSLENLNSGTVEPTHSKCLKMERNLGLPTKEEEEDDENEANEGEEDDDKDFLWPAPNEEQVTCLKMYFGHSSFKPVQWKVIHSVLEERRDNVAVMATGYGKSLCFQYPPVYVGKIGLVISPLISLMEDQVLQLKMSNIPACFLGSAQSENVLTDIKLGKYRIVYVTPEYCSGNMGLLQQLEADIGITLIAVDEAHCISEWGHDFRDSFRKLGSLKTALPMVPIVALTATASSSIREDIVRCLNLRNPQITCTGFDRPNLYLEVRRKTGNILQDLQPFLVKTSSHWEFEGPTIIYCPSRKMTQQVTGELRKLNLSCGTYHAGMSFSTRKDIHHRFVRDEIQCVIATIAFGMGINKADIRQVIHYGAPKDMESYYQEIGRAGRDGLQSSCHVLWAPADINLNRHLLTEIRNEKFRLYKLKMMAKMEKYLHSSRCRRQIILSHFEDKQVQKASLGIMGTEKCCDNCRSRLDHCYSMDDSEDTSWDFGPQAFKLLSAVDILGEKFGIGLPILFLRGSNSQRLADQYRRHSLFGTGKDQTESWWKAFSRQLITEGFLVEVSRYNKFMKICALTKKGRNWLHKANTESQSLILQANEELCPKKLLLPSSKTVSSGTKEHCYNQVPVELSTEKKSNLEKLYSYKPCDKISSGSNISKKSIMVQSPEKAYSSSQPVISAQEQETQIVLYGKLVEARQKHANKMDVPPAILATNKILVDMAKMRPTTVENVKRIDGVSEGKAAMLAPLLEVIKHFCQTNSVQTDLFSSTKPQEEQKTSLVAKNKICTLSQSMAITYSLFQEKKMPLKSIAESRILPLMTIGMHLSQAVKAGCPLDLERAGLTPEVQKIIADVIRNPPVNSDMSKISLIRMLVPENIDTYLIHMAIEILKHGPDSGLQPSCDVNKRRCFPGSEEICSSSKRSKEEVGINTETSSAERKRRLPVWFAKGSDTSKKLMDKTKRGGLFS
#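 WRN at 20 nM final preincubated with compound 15 min at room temperature; reaction started with 100 nM fluorophore/quencher forked duplex oligonucleotide and 2 mM ATP final. Unwinding followed kinetically by red fluorescence (ex 525, em 598 nm).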
# aSyn rescue – qHTS of alpha-syn Inhibitors | Yeast expressing alpha-synuclein, growth rescue, BacTiter-Glo, 24 h | Potency, µM (doses to about 46.1 µM), inactives show at the highest dose growth rescue (activation), hits mostly activators | 370,000 compounds, 0.14% hits | AID 652106, 2013; further: potency means the concentration at half of the fitted maximal effect; % of control where 0% means no effect; nearly all actives have a fitted effect of over 65% in size
#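 Galactose-induced alpha-syn yeast (OD600=0.02, raffinose-pregrown) + pinned cpd, 24 hr, 30 deg C; growth by BacTiter-Glo luminescence. Growth restoration scores as activation.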
# IL2 activator – qHTS of IL-2 Activators; IL-2 activation reporter assay, cell-based qHTS; stimulated with anti-CD3/CD4/CD28 beads; in transgenic mouse T cells; activation, % (series mostly up to about 46 µM); 360,000 compounds, 0.065% hits; in the data active means activation above about 50%; inconclusive means mostly about 30% to 49%; further: 0% is about no effect
#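 Unstimulated transgenic mouse T cells preincubated 60 min with compound, then stimulated with anti-CD3/anti-CD4-coated beads plus anti-CD28 for 18 h at 37 degrees C. IL-2 response read as EGFP and DsRed fluorescence by plate cytometry.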
# EPAC1 ag – qHTS for Agonist of cAMP-regulated guanine nucleotide exchange factor 3 (EPAC1): primary screen; 360,000 compounds, 0.073% hits; Potency, µM (top dose mostly 154 µM), for inactives: at the top dose activation, usual class: activators; EPAC1 agonist qHTS, biochemical assay; response scale: 100% = response to 6.5 mM cAMP; Rap guanine nucleotide exchange factor 3 (Homo sapiens), O95398; further: potency means the concentration at half of the fitted maximal effect; nearly all actives have a fitted effect of over 60% in size
#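 Compounds were pinned as a concentration titration into mixtures of EPAC1 (100 nM), BODIPY-GDP-loaded Rap1B (250 nM) and GDP (50 uM). After 5 min at room temperature, fluorescence was followed for 30 min; activity was scaled to 6.5 mM cAMP.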
# EPAC1 antagonist – qHTS for Antagonist of cAMP-regulated guanine nucleotide exchange factor 3 (EPAC1): primary screen | Rap guanine nucleotide exchange factor 3 (Homo sapiens), O95398 | EPAC1 GEF assay, Rap1b-BODIPY-GDP exchange fluorescence | Potency, µM (top dose mostly 115 µM), for inactives: at the top dose activity change, negative = inhibition, most hits filed as inhibitors | 360,000 compounds, 0.14% hits | AID 720709, 2013;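 further: potency means the concentration at half of the fitted maximal effect; plate controls were vehicle for no effect and positive control for full effect; nearly all actives have a fitted effect of over 50% in size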
# * hit, by the source's call; ? = inconclusive; / = not tested or not shown; [ ] = remark or other dose. Unless noted, the call rests on the fitted dose curve; in most records, active means well fitted curve in the direction sought with a large enough effect; inconclusive means small, poorly fitted or top-dose-only effect, or another doubt; inactive means no such curve, though single readings can be large; an effect the other way counts as inactive or inconclusive.
SMILES,PLK1 PBD inh,Abeta yeast res,FUS yeast rescue,PI5P4K alpha inh,WRN helicase inh,aSyn rescue,IL2 activator,EPAC1 ag,EPAC1 antagonist
O=C(COc1ccc(N2CC(C(=O)O)CC2=O)cc1)Nc1cccc(C(F)(F)F)c1 (configuration not stated),-2%,15%,-1%,/,4%,-11%,-2.2,-4%,13%
O=[N+]([O-])c1ccc(-c2cn3c(n2)CCC3)cc1,-9%,0%,-1%,3,-8%,-10%,-0.6,1%,-3%
CCC1(c2ccc(F)cc2)NC(=O)N(CC(=O)N2c3ccccc3NC(=O)C2(C)C)C1=O (configuration not stated),-11%,19%,24%,-21,-19%,-1%,0.2,-1%,-10%
O=C1O[C@@H](c2ccccc2)C[C@@H](O)[C@H](O)CCCCc2ccccc21,-1%,6%,6%,3,0%,2%,-0.1,-12%,?
COC(=O)CNC(=O)c1cc(OC)cc(OC)c1,-3%,2%,7%,6,-1%,-13%,0.4,0%,-23%
COCc1cc(/C=N\NC(=O)COc2ccc(Cl)cc2)ccc1OC,-5%,7%,8%,-2,0%,6%,-1.6,-2%,-5%
COc1ccccc1NS(=O)(=O)c1cc(N/C(=N/S(=O)(=O)c2ccccc2)c2ccc(F)cc2)ccc1Cl,-6%,7%,27%,11,-3%,2%,0.3,24%,7%
CCC(=O)N(Cc1ccco1)Cc1cc2cccc(C)c2n2nnnc12,-1%,-1%,-24%,4,-2%,6%,0.6,5%,6%
Cn1ccnc1C(=O)c1cccc(Br)c1,-10%,-14%,-11%,5,2%,5%,-2.6,0%,-10%
Cc1c(Cc2ccccc2)c(=O)oc2c(C)c(OC(C)C(=O)NCC3CCC(C(=O)O)CC3)ccc12 (configuration not stated),-11%,-14%,17%,7,0%,-2%,0.8,-8%,3%
NNC(=O)c1ccc(COc2ccc3c(c2)CCC3)cc1,-7%,-27%,?,-3,1%,-20%,-1.8,-6%,-13%
COc1ccc(C(=O)NNC(=O)c2ccncc2)cc1[N+](=O)[O-],-9%,-5%,-8%,1,13%,0%,0.1,7%,5%
COc1ccc(-c2ccc3c(c2)c(Sc2ccccc2)c(-c2ccccc2)n3C)cc1,-13%,-14%,-12%,2,1%,-8%,0.9,19%,22%
CCCCC1CCC(C(=O)NC2CCS(=O)(=O)C2)CC1 (configuration not stated),-6%,-20%,?,4,0%,-7%,-0.4,-1%,-13%
O=C(NCCc1ccccc1)C1CCCN(c2cnccn2)C1 (configuration not stated),1%,-3%,-24%,2,-1%,2%,-0.1,-7%,-24%
Cc1c(C(=O)OC/C(O)=C(\C#N)c2nc3ccccc3[nH]2)oc2ccccc12,5%,-9%,11%,-5,-22%,-2%,-2.1,-2%,-19%
CCN(CC)S(=O)(=O)c1ccc2oc(C(=O)NCC3COc4ccccc4O3)c(C)c2c1 (configuration not stated),?,21%,38%,-1,-18%,3%,0.5,14%,-16%
COc1cccc(Nc2ccc(Nc3cccc(OC)c3)nn2)c1,-6%,2%,22%,-13,-14%,-6%,0.3,0%,5%
Cc1ccc(Cn2c(S(=O)(=O)O)nc3ccccc32)cc1,24µM*,21%,-15%,-23,-8%,6%,0.2,2%,3%
Cc1nnc(N2C(=O)c3oc4ccccc4c(=O)c3C2c2ccco2)s1 (configuration not stated),-20%,1%,22%,-17,?,0%,-1.6,0%,-20%
CNC(=O)C(NC(=O)CNC(=O)c1ccc(Cl)cc1)C(C)(C)C (configuration not stated),1%,3%,3%,6,-1%,-1%,0.6,9%,9%
COCCCNC(=O)CCCn1c(=O)[nH]c2ccccc2c1=O,-3%,-12%,15%,/,10%,-12%,-0.7,5%,6%
CCC(C)c1ccc(NC(=S)Nc2ccc(OC)cc2)cc1 (configuration not stated),-3%,6%,30%,10,?,-11%,0.0,4%,-23%
CCOc1ccc(C(=O)Nc2cccc(-c3nc4cccnc4o3)c2)cc1Cl,-9%,-4%,13%,/,-12%,0%,-0.3,8%,-1%
CCCn1c(SCC(=O)NC(=O)Nc2ccc(C)cc2C)n[nH]c1=O,-8%,1%,24%,/,-10%,4%,1.1,3%,2%
Cc1ccc(S(=O)(=O)N(C)CC(=O)N2CCCC2)cc1,-6%,12%,/,-4,-30%,-3%,-4.0,-13%,15%
O=C1C(=O)N(c2ccccc2)C(c2ccccc2)C1c1ccccc1 (configuration not stated),-7%,-14%,/,10,-11%,-1%,-1.1,14%,-4%
CCCCCCCOc1ccc(C2CC(=O)N(C)C2=O)cc1 (configuration not stated),-4%,17%,?,26,-19%,14%,-0.9,0%,-26%
O=c1c2cc(NC(=S)NCCN3CCCCCC3)ccc2nc2n1CCCCC2,-6%,0%,24%,1,-9%,-2%,3.1,11%,2%
COc1ccc(OC)c2sc(N3CCN(C(=O)c4ccc([N+](=O)[O-])s4)CC3)nc12,-6%,-74%[inhibitor],-7%,0,-2%,-52%[inhibitor],-6.0,2%,9%

# 3 entries from above, sorted by SMILES length, low to high.
SMILES,PLK1 PBD inh,Abeta yeast res,FUS yeast rescue,PI5P4K alpha inh,WRN helicase inh,aSyn rescue,IL2 activator,EPAC1 ag,EPAC1 antagonist
CCCCCCCOc1ccc(C2CC(=O)N(C)C2=O)cc1 (configuration not stated),-4%,17%,?,26,-19%,14%,-0.9,0%,-26%
COCCCNC(=O)CCCn1c(=O)[nH]c2ccccc2c1=O,-3%,-12%,15%,/,10%,-12%,-0.7,5%,6%
CNC(=O)C(NC(=O)CNC(=O)c1ccc(Cl)cc1)C(C)(C)C (configuration not stated),1%,3%,3%,6,-1%,-1%,0.6,9%,9%

# (list continues)
SMILES,PLK1 PBD inh,Abeta yeast res,FUS yeast rescue,PI5P4K alpha inh,WRN helicase inh,aSyn rescue,IL2 activator,EPAC1 ag,EPAC1 antagonist
COC(=O)[C@]1(C)N[C@H](c2ccc(-c3cccc(Cl)c3)cc2)[C@@H]2C(=O)N(C)C(=O)[C@@H]21,-7%,-17%,?,7,1%,8%,-0.6,-3%,-12%
CN1CCN(C(=O)/C(=C/c2ccc([N+](=O)[O-])cc2)NC(=O)c2ccccc2)CC1,-3%,-8%,-8%,3,-3%,0%,-0.6,-10%,1%
CN(C1CCCC1)C1CCN(C(=O)CNC(=O)/C=C/c2ccc(F)cc2)CC1,-14%,7%,15%,3,3%,1%,-1.1,0%,-12%
CCC(C)n1c(S(=O)(=O)O)nc2ccccc21 (configuration not stated),-2%,8%,22%,/,2%,21%,0.9,-4%,12%
CCN(CC)C(=O)c1cccc(NC(=O)c2cc(C3CC3)nc3c2cnn3C(C)C)c1,4%,-10%,31%,6,-3%,10%,-0.1,6%,-27%
CCN(C(=O)COC(=O)CCNS(=O)(=O)c1ccccc1F)c1c(N)n(Cc2ccccc2)c(=O)[nH]c1=O,?,-12%,11%,4,2%,-5%,-1.9,2%,-23%
COc1cc(CN(C(=S)NCC(=O)NC2CC2)C2CCCC2)cc(OC)c1OC,2%,-4%,10%,0,0%,2%,-2.4,5%,-11%
O=C(NC(Cc1c[nH]c2ccccc12)C(=O)O)c1ccc(Br)cc1 (configuration not stated),-2%,-1%,13%,1,-7%,-4%,-3.6,8%,6%
O=C(CSc1nc(C(F)(F)F)cc(=O)[nH]1)N1CCC(Cc2ccccc2)CC1,-17%,-12%,3%,-10,-14%,-1%,4.0,-2%,-1%
COc1ccc(Cc2nnc(SCC(=O)Nc3ccc(N4CCOCC4)cc3)n2C)cc1,-14%,-5%,9%,-7,12%,-2%,1.2,6%,0%
CCc1ccc(N(CC(=O)NC2CC2)S(=O)(=O)c2ccc(C)cc2)cc1,-8%,-8%,/,2,-6%,-6%,-0.2,-8%,-14%
COc1cccc(OC)c1C(=O)Nc1ccc(N2CCCCC2)cc1,-6%,19%,30%,-3,1%,-2%,-0.9,7%,9%
COc1ccc(N2CCN(C(=S)Nc3cc(C)ccc3C)CC2)cc1,2%,6%,-4%,/,-1%[57.1 µM],2%,0.3,1%,2%
COc1ccc(C2C3=C(CCCC3=O)N(CC(=O)O)C3=C2C(=O)CCC3)cc1,-12%,-13%,14%,2,8%,-2%,0.6,-10%,14%
COc1cc2c(cc1OC)C(C)N(CCc1ccc(Cl)cc1)CC2 (configuration not stated),-8%,12%,11%,3,1%,0%,-2.4,1%,5%

# In the list so far, 6 have an NH in an aromatic ring:
SMILES,PLK1 PBD inh,Abeta yeast res,FUS yeast rescue,PI5P4K alpha inh,WRN helicase inh,aSyn rescue,IL2 activator,EPAC1 ag,EPAC1 antagonist
Cc1c(C(=O)OC/C(O)=C(\C#N)c2nc3ccccc3[nH]2)oc2ccccc12,5%,-9%,11%,-5,-22%,-2%,-2.1,-2%,-19%
COCCCNC(=O)CCCn1c(=O)[nH]c2ccccc2c1=O,-3%,-12%,15%,/,10%,-12%,-0.7,5%,6%
CCCn1c(SCC(=O)NC(=O)Nc2ccc(C)cc2C)n[nH]c1=O,-8%,1%,24%,/,-10%,4%,1.1,3%,2%
CCN(C(=O)COC(=O)CCNS(=O)(=O)c1ccccc1F)c1c(N)n(Cc2ccccc2)c(=O)[nH]c1=O,?,-12%,11%,4,2%,-5%,-1.9,2%,-23%
O=C(NC(Cc1c[nH]c2ccccc12)C(=O)O)c1ccc(Br)cc1 (configuration not stated),-2%,-1%,13%,1,-7%,-4%,-3.6,8%,6%
O=C(CSc1nc(C(F)(F)F)cc(=O)[nH]1)N1CCC(Cc2ccccc2)CC1,-17%,-12%,3%,-10,-14%,-1%,4.0,-2%,-1%
